Source: PubChem BioAssay (several laboratories)
GDH-TPI counter: inhibits GDH-TPI coupling enzymes, artifact for Mtb FBA screen | GDH-TPI coupled enzyme counterscreen, NADH absorbance | inhibition, % at 4.8 µM | 360,000 tested, 1.2% active | AID 588335; in the data active = inhibition above about 30%;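 also: 0% = DMSO wells and 100% = wells lacking the enzyme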
PrPC surface inh: cell surface PrPC inhibition, primary TR-FRET screen | TR-FRET read-out | inhibition, % at 13.8 µM | 370,000 tested, 0.43% active | AID 720596; in the data active = inhibition above about 24%; also: 0% = median of the test wells and 100% = reference compound wells
BioA inh: blocks M. tuberculosis BioA enzyme activity. purified M. tuberculosis BioA enzyme, plate reader. inhibition, % at 9.99 µM. 360,000 tested, 0.096% active; in the data active = inhibition above about 40%; inconclusive = no clear call, values can overlap the other calls
MazEF act: increases E. coli MazEF RNase cleavage of RNA; P0AE70; FAM/BHQ RNA-DNA oligo cleavage fluorescence, 5 h; activation, % at 20 µM; 350,000 tested, 0.32% active; in the data active = activation above about 50%
Target sequence (P0AE70 whole entry, looked up): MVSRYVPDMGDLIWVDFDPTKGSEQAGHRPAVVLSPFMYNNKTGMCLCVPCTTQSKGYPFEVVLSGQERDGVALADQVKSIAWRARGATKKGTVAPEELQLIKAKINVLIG
FadD28 binding: inhibitors of Mycobacterium tuberculosis FadD28 bisubstrate binding; FadD28 bisubstrate probe binding, fluorescence polarization; inhibition, % at 12.5 µM; 360,000 tested, 0.22% active; AID 588549; in the data active = inhibition above about 8.5%, passing the limit was not always enough; inconclusive = no clear call, values can overlap the other calls
Mtb FBA inh: inhibitors of M. tuberculosis fructose-bisphosphate aldolase. 360,000 tested, 2.3% active. purified M. tuberculosis FBA, fluorescence read-out. P9WQA3. inhibition, % at 1 µM; in the data active = inhibition above about 27%;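 also: 0% = vehicle and 100% = reference inhibitor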
Rv3671c inh: inhibitors of M. tuberculosis serine protease Rv3671c | inhibition, % at 5.96 µM | 320,000 tested, 0.048% active | P9WHR9; in the data active = inhibition above about 38%;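 also: extracellular domain of Rv3671c used as enzyme; 0% = enzyme with DMSO and 100% = no enzyme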
Target sequence (P9WHR9 whole entry, looked up, the tested form may be a part): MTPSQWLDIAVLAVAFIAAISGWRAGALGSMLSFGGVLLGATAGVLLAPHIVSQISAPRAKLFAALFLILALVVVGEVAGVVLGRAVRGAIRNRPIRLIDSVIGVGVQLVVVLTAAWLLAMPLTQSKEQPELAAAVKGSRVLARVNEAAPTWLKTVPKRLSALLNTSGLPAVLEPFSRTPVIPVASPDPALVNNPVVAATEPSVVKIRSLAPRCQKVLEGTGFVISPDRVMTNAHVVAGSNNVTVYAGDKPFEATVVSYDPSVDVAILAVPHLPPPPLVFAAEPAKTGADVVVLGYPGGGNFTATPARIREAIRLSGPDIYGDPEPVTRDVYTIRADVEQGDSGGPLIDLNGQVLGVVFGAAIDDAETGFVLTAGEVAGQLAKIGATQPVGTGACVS
UGM FP inh: blocks M. tuberculosis UGM enzyme. P9WIQ1. 320,000 tested, 0.06% active. inhibition, % at 10 µM. purified UGM, fluorescence polarization probe displacement; in the data active = inhibition above about 10%, passing the limit was not always enough; inconclusive = no clear call, values can overlap the other calls
Target sequence (P9WIQ1 whole entry, looked up): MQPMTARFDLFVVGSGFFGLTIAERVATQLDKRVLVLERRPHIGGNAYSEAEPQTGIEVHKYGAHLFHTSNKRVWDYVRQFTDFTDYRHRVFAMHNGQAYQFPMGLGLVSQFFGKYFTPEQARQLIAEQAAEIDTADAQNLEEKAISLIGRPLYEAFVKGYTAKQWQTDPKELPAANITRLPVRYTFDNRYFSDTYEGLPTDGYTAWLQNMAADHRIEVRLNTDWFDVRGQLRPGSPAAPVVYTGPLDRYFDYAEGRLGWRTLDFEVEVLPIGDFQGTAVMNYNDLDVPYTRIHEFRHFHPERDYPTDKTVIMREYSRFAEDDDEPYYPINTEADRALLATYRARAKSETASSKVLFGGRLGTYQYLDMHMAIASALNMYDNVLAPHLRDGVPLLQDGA
BoNT F protease: BoNT F light chain protease inhibition; Multiplex microsphere protease cleavage assay, flow cytometry; inhibition, % at 10 µM; 360,000 tested, 0.22% active; in the data active = inhibition above about 35%, passing the limit was not always enough; inconclusive = no clear call, values can overlap the other calls; also: plate controls were buffer without enzyme for full effect and enzyme alone for no effect
* = called active by the depositor; ? = inconclusive; · = not tested or not shown; + = active, no number. An unsorted share of the library. About 4.8% of those tested had a hit in this group.

SMILES	GDH-TPI counter	PrPC surface inh	BioA inh	MazEF act	FadD28 binding	Mtb FBA inh	Rv3671c inh	UGM FP inh	BoNT F protease
N#Cc1ccc(NC(=O)Nc2ccc(Oc3ccc(NC(=O)Nc4ccc(C#N)cc4)cc3)cc2)cc1	6	-1	-1.4	-16	-3.0	0	-68	1.8	-16
Cn1c(N)c(C(=O)N2CCN(c3ccccc3)CC2)c(=O)n(C)c1=O	5	-3	-1.0	6	-3.0	-2	·	·	0
COc1ccc(NC(=S)N(CCc2c(C)[nH]c3ccccc23)Cc2ccco2)cc1	0	-6	-1.0	-3	-0.8	1	-11	2.8	-5
O=S(=O)(c1ccccc1)N1CCN=C1SCc1c(F)cccc1Cl	3	3	-1.0	-3	-1.6	1	-6	2.6	-8
c1ccc(C2=Nn3c(nnc3-c3cccnc3)SC2)cc1	9	0	·	-4	-2.3	1	8	-1.7	7
C[C@H](CO)N1C[C@H](C)[C@@H](CN(C)S(=O)(=O)c2ccc(F)cc2)Oc2c(NC(=O)CCC(F)(F)F)cccc2C1=O	-2	-7	0.8	-5	-1.4	-1	0	-1.8	-7
O=C(Cn1cc(/C=N/NC(=O)c2cccc3ccccc23)c2ccccc21)Nc1ccc(F)cc1	28	7	-4.4	-6	-3.3	8	-90	6.1	-1
Cc1ccnc(NC(=O)c2cccc(NS(=O)(=O)c3ccccc3C)c2)c1	0	7	-0.8	6	-2.5	3	·	·	4
CC1=C(C(=O)Nc2cccnc2)C(c2cccnc2)n2ncnc2N1 (stereo unspecified)	-1	-2	·	-4	1.2	1	-4	-0.8	-2
CC(=O)c1ccc(-c2nnc(CCC(=O)N3CCCC(C(=O)CC(C)C)C3)o2)s1 (stereo unspecified)	-7	2	·	4	-3.1	-4	3	1.2	0
Cc1cc[n+](-c2nc3ccccc3nc2[N-]S(=O)(=O)c2ccccc2)cc1	4	-5	0.0	-10	-3.4	0	-6	0.4	-7
COC(=O)C1=C(N)N(c2ccccc2F)C2=C(C(=O)CC(C)(C)C2)C1c1ccc(OC)c(OC)c1 (stereo unspecified)	10	-2	·	9	-0.6	1	2	2.0	-2
COc1cc(C=O)ccc1Oc1nnnn1-c1ccccc1	5	-1	·	6	-2.2	1	3	0.4	?
CC(=O)Nc1ccc(Nc2cc(C)nc3c(-c4ccc(Cl)cc4)cnn23)cc1	10	0	·	5	-3.5	14	-9	0.3	-1
Cc1ccc(NC(=O)CCc2ccc(S(=O)(=O)N3CCOCC3)cc2)c(Cl)c1	3	6	-1.3	1	-0.9	3	3	-1.4	-11
CCOC(=O)CNC(=S)N(CCCN1CCN(C)CC1)Cc1cccs1	5	-8	-0.5	-2	-1.8	-4	0	0.2	0
Cc1cc(C)cc(OCC(=O)Nc2ccc(N3CCN(C(=O)c4ccco4)CC3)cc2)c1	-2	8	-2.0	2	-2.1	-2	8	2.2	-14
CCCn1c(Nc2nc3ccccc3n2C)nc2ccccc21	18	9	0.5	1	0.3	5	18	0.7	28
N#Cc1cc2c(=O)n3ccccc3nc2n(-c2ccccc2Cl)c1=O	-3	-17	-1.5	2	-4.2	+	0	0.3	-5
COc1ccc(CN(C(=O)c2oc3cc(C)c(C)cc3c2C)C2CCS(=O)(=O)C2)cc1OC (stereo unspecified)	2	0	14	-5	-1.3	0	-5	-2.5	·
Cc1ccc(S(=O)(=O)Nc2ccc(C(=O)NCc3cccnc3)cc2)cc1	2	10	0.6	2	-1.2	-1	·	-0.4	4
Cc1ccc(-c2nc(CN(C)Cc3ccc4nccnc4c3)c(C)o2)s1	1	-2	·	0	-1.0	1	0	-2.4	-6
Cc1ccc([N+](=O)[O-])cc1NC(=S)NC(=O)C(C)(C)C	13	-3	3.9	-3	0.9	0	-13	1.2	-11
CC(Sc1n[nH]c(N)n1)C(=O)Nc1ccc(Cl)cn1 (stereo unspecified)	5	3	-0.7	8	-2.0	2	-5	2.8	-6
Cc1cc(S(=O)(=O)Nc2ccc(C(=O)NCC(c3ccccc3)N(C)C)cc2)ccc1F (stereo unspecified)	8	-1	1.6	9	-0.5	0	2	-0.6	0
The results go on:
SMILES	GDH-TPI counter	PrPC surface inh	BioA inh	MazEF act	FadD28 binding	Mtb FBA inh	Rv3671c inh	UGM FP inh	BoNT F protease
COc1ccc(CNC(=O)c2cc(-c3ccncc3)nc3c(C)cc(C)cc23)cc1OC	-1	16	·	12	-3.2	5	-7	2.7	-5
COc1ccccc1OC(=O)Cc1cccc2ccccc12	9	·	0.6	6	0.9	2	-10	0.4	10
COc1ccc(CNCc2cccc(Oc3ccccc3)c2)cc1	-1	3	1.0	5	-1.2	3	1	0.9	-7
COc1cc(CNC2CCCCC2OC)cc(OC)c1OC (stereo unspecified)	5	-9	·	4	-1.8	-4	3	2.0	0
N#CC1=C(SCC(=O)Nc2ccccc2)NC(=O)CC1c1ccc(O)cc1 (stereo unspecified)	12	1	0.9	6	-2.8	4	4	1.2	-2
Cc1cccc(NC(=O)CN(C2=NC3CS(=O)(=O)CC3S2)c2ccccc2F)c1 (stereo unspecified)	7	0	-2.1	10	-0.5	-1	1	-1.4	-11
Cc1ccc(-c2nc3sc4c(N)ncnc4c3c3c2CCCC3)cc1	-3	-5	·	36	0.1	-2	-1	2.4	1
Cc1ccc(-c2nn3cnnc3c3ccccc23)cc1	-3	12	·	-1	-0.8	3	7	0.6	-1
Cn1c(SCC(=O)c2ccccc2)nnc1-c1ccccn1	-7	-1	0.3	2	-2.3	1	-4	-0.2	?
Cc1noc(NS(=O)(=O)c2ccc(NC(=O)CC34CC5CC(CC(Br)(C5)C3)C4)cc2)c1C	1	-4	0.9	1	-0.2	-1	-6	-0.6	-4
CC(C(=O)Nc1c2c(cc3c1CCC3)CCC2)N1CCCC1 (stereo unspecified)	1	1	5.1	3	-1.4	0	1	-1.0	-6
Cc1ccc(S(=O)(=O)NN=CC=CC=NNS(=O)(=O)c2ccc(C)cc2)cc1	13	-3	-1.1	5	-3.5	-3	·	·	-8
COc1ccc(CC(=O)Nc2cccc(Cl)c2C)cc1S(=O)(=O)N1CCOCC1	-3	-1	-0.6	-16	-1.6	2	5	-1.5	-2
Cc1cccc(C(=O)NCC2CCCO2)c1 (stereo unspecified)	-14	-1	-0.9	4	-3.4	9	-2	0.9	-18
CCOc1ccc(N=C2SCC(=O)N2CC)cc1	9	-5	-4.4	-5	0.0	5	-4	1.4	?
CCc1ccc(NC(=O)CSc2nc3ccsc3c(=O)n2CCCCCC(=O)O)cc1	-3	6	·	2	-0.4	-1	-3	0.6	1
Cc1cc2oc(=O)cc(CN3CCN(c4ccccc4)CC3)c2cc1Cl	·	-4	0.5	·	-2.0	1	·	·	-5
CCN1C(=O)/C(=C/c2ccc(N3CCCC3)cc2)NC1=S	9	-5	·	39	-2.6	-25	-40	-2.0	3
COc1ccc2cc(C(=O)NCC3CCCO3)[nH]c2c1 (stereo unspecified)	-9	4	1.1	7	-2.5	8	2	1.1	14
Cc1ccc(OCCC(=O)OCC(=O)N2c3ccccc3CC2C)cc1 (stereo unspecified)	-4	-5	0.6	0	0.0	-3	3	-1.1	-1
CC(C)CSc1nc(N)nc2c1ncn2C1OC(CO)C(O)C1O (stereo unspecified)	4	7	1.8	-4	-0.1	5	·	·	-4
CC(=O)c1c(OC(=O)c2ccccc2Br)ccc2c(C)cc(=O)oc12	7	3	·	2	0.2	4	-1	-2.9	-7
O=C(/C=C/c1ccco1)NC(=S)Nc1cccc([N+](=O)[O-])c1	18	-5	·	2	-2.0	0	-3	0.3	18
CCCN1CCC(=O)N([C@H](CSc2ccc(C)cc2)c2ccccc2)CC1	10	6	-1.2	-4	-2.4	3	-3	2.2	-17
CCOc1ccc2nc(NC(=O)c3cccnc3)sc2c1	16	9	-2.0	-9	-1.4	5	-6	2.8	-13

Next part, starting with the last 5 of the part before.
SMILES	GDH-TPI counter	PrPC surface inh	BioA inh	MazEF act	FadD28 binding	Mtb FBA inh	Rv3671c inh	UGM FP inh	BoNT F protease
CC(C)CSc1nc(N)nc2c1ncn2C1OC(CO)C(O)C1O (stereo unspecified)	4	7	1.8	-4	-0.1	5	·	·	-4
CC(=O)c1c(OC(=O)c2ccccc2Br)ccc2c(C)cc(=O)oc12	7	3	·	2	0.2	4	-1	-2.9	-7
O=C(/C=C/c1ccco1)NC(=S)Nc1cccc([N+](=O)[O-])c1	18	-5	·	2	-2.0	0	-3	0.3	18
CCCN1CCC(=O)N([C@H](CSc2ccc(C)cc2)c2ccccc2)CC1	10	6	-1.2	-4	-2.4	3	-3	2.2	-17
CCOc1ccc2nc(NC(=O)c3cccnc3)sc2c1	16	9	-2.0	-9	-1.4	5	-6	2.8	-13
CN1CCSc2ccc(C(=O)NCc3cccc(Br)c3)cc21	-2	18	-0.2	1	-3.3	66*	3	-5.5	-1
O=C(CNC(=O)c1ccccc1)N/N=C/C=C/c1ccccc1	11	-15	-1.6	4	-1.3	-2	2	0.1	6
OCC1(CCc2ccccc2)CCN(Cc2ccccc2Cl)CC1	-4	-2	·	6	-2.6	-2	2	1.7	-3
COc1ccc(S(=O)(=O)N(C)CC(=O)NC2CC2)cc1	-2	7	-0.4	-3	-5.3	-1	-11	-1.0	1
Cc1cc(OC(C)C(=O)NCc2ccncc2)c2c3c(c(=O)oc2c1)CCCC3 (stereo unspecified)	10	-2	0.2	-2	0.6	71*	-1	1.5	-1
Nn1c(Cc2cccc3ccccc23)nnc1SCn1nnc2ccccc2c1=O	-2	-7	·	-3	-1.3	1	-2	-1.3	-3
COc1ccc(NC(=O)C(Cc2ccccc2)n2cccc2)cc1 (stereo unspecified)	-4	7	·	1	-0.3	6	-3	-0.5	·
NC(=O)c1cccc(-c2coc3c(C(=O)NCCc4ccccc4)cccc23)c1	-1	4	0.5	·	-7.4	-3	·	·	-4
COc1ccc(CN2C(=O)CC(Cc3ccc(C)cc3)C2=O)cc1OC (stereo unspecified)	6	9	·	4	-0.4	-2	10	-0.1	0
CCOc1ccccc1NC(=O)C1CCN(S(=O)(=O)c2c(C)noc2C)CC1	-6	4	-6.4	-8	-0.1	4	4	0.6	-20
NNC(=S)Nc1cc(S(=O)(=O)N2CCOCC2)ccc1N1CCOCC1	4	21	·	-12	-0.2	-1	-4	-1.3	2
COc1cc(NC(=O)CN2C(=O)NC(CC(C)C)C2=O)cc(OC)c1OC (stereo unspecified)	0	-4	0.8	2	-1.3	0	4	0.6	-5
Cc1ccc2c(c1)N(CC(=O)N1CCOCC1)C(=O)C(C)O2 (stereo unspecified)	0	1	-1.2	0	0.5	1	-4	-0.2	-10
CN(C(=O)CN1C(=O)S/C(=C\c2ccccc2)C1=O)C1CCS(=O)(=O)C1 (stereo unspecified)	45*	-12	-0.5	6	-0.1	-3	2	-2.1	5
CCOC(=O)CNC(=O)c1ccccc1	5	-5	0.8	-1	-1.1	-2	-8	1.9	0
COc1cc(/C=N/N=C(N)N)ccc1OCc1ccccc1Cl	6	-6	·	8	-14	-2	0	0.7	-4
Cc1ccc(-c2nc(NC(=O)CSc3nnnn3-c3ccccc3)ns2)cc1	-4	4	-0.6	-1	-2.6	-1	-4	-1.6	?
CC(C)CC(=O)NC(=S)Nc1ccccn1	-17	11	0.3	3	-4.0	-16	-14	-1.1	8
Oc1ccc(Cl)cc1CNc1cnc2ccccc2c1	30	7	0.6	5	0.2	34*	6	0.2	-20
O=c1cc(CN(Cc2ccccc2)Cc2ccccc2)c2c(ccc3ccccc32)o1	·	1	-0.2	·	-0.3	4	·	·	2
O=P(NS(=O)(=O)c1ccc(Cl)cc1)(Oc1ccccc1)Oc1ccccc1	6	7	-6.6	-3	0.2	-3	9	3.3	-18
O=C1[C@@H]2Cc3c([nH]c4ccccc34)CN2C(=O)CN1CCCO	7	2	-1.5	1	-2.7	1	5	0.2	0
CCNC(=O)c1ccc(=O)n(Cc2ccc(Cl)cc2Cl)c1	-3	8	·	3	1.6	1	2	-5.6	-8
CCOC(=O)Cn1nc(-c2ccccc2)c2ccccc2c1=O	8	5	-1.7	-1	-1.6	1	-2	5.5	4
CC(C)CCOP(=O)(c1ccc(N(C)C)cc1)C(Nc1ccccc1)c1ccc(N(C)C)cc1 (stereo unspecified)	16	4	-1.5	-5	0.4	0	3	-1.9	?
